Assay outcomes: PubChem BioAssay, several laboratories
hiPSC survival – enhancers of human iPSC single-cell survival. hiPSC single-cell survival, ATPlite luminescence; 100% = ROCK inhibitor wells, 0% = DMSO. survival enhancement, % at 20 µM. hit rate 0.044% among 360,000. AID 602274; in the data active = survival enhancement above about 18%;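 note: cells exposed to compounds for 16 hours before the ATP read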
aDG glyco act – increases alpha dystroglycan glycosylation | Pro5-aDG cells, alpha-DG glycosylation AlphaScreen (IIH6); 0% Pro5, 100% B10-LARGE cell signal | activation, % at 10 µM | hit rate 0.22% among 360,000;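 active = activation of at least 8% versus controls, or a plate z-score of at least 8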;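 note: Pro5 are CHO cells carrying HIG-tagged alpha-DG that lacks glycosylation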
NR2E3 ag-1 – activates human NR2E3 receptor; Q9Y5X4; CHO-S Gal4-NCOR/VP16-NR2E3 two-hybrid, luciferase; inhibition of corepressor binding, % at 3.98 µM; hit rate 0.35% among 360,000; AID 602229;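 active = inhibition above the mean of all tested compounds plus 3 SD, cut at about 70% in these data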;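 note: 0% = DMSO with NR2E3 transfected cells and 100% = cells lacking NR2E3 construct; higher means lower luciferase signal from less NR2E3 corepressor binding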
Target sequence (Q9Y5X4 whole entry, looked up, the tested form may be a part): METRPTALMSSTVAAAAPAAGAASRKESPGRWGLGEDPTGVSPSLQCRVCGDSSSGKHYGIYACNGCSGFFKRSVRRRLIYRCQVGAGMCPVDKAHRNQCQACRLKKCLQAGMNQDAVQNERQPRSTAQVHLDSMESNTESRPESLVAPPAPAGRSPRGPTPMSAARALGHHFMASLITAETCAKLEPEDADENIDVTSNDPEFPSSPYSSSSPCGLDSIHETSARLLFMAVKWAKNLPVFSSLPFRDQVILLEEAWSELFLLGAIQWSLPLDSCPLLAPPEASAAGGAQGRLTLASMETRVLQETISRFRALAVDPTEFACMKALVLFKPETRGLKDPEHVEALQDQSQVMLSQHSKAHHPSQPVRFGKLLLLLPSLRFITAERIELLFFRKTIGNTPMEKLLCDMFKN
KKLEB cytotox – counter-screen for CF NF-kB inhibitors: cytotoxicity; KKLEB CF airway cells viability, ATPlite luminescence, overnight; stronger effect = lower value; cells stimulated with P. aeruginosa culture filtrate; activity change (cytotoxicity), % at 5 µM; hit rate 0.36% among 360,000; AID 602141;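 active = corrected activity change at or below -50% at 5 µM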
CF NFkB inh – blocks PAF-induced NF-kB reporter in cystic fibrosis cells; KKLEB NF-kB-GFP reporter, GFP fluorescence overnight; hit rate 0.86% among 360,000; inhibition, % at 5 µM;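 active = at least 50% inhibition at 5 µM, scaled per plate between neutral and stimulator controls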;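 note: PAF is a Pseudomonas aeruginosa culture filtrate used as stimulus; plate controls were PAF-stimulated DMSO wells for no effect and unstimulated DMSO wells for full effect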
HIF-2a block – inhibitors of HIF-2a. inhibition, % at 18.8 µM. AID 624352. hit rate 0.72% among 360,000. 786-0 RCC cells HIF-2a reporter, luciferase luminescence, overnight;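 active = inhibition of the luminescence signal of 40% or more relative to plate controls, in a single-dose primary screen at 18.75 µM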
NR2E3 ag-2 – agonists of human nuclear receptor NR2E3. Q9Y5X4. GST-NR2E3/biotin-RetCOR TR-FRET, 1536-well. inhibition of corepressor binding, % at 4.78 µM. hit rate 0.12% among 320,000. AID 2300;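 active = percent inhibition above the cutoff of mean plus 3 SD of all tested compounds, set per screening campaign, cut at about 20% in these data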;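 note: 0% = DMSO wells and 100% = biotin wells as full block of FRET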
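Assay system: NR2E3–RetCOR corepressor complex. Quantity: 1.35 nM GST-NR2E3. Buffer or medium: pH 7.5 Tris-based buffer. Reagent: biotinylated RetCOR corepressor at 7 nM final. Schedule: 5 h at 4 °C. Detection: TR-FRET, emission read at 617 and 671 nm. Replicates: one well per compound, singlicate testing.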
MITF TRPM1 inh – MITF TRPM1 promoter inhibition in SK-MEL-5 cells. SK-MEL-5 TRPM1 promoter luciferase, 24 h. inhibition, % at 12.5 µM. hit rate 0.83% among 330,000. AID 488899;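 active = mean inhibition across replicates of 60% or more, whatever share of single replicates reaches that level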; note: values of inactives mirror those of a sister screen read the other way
TWEAK-Fn14 inh – inhibitors of TWEAK-Fn14 interaction signaling; TWEAK-stimulated Fn14 reporter cells, luciferase luminescence, 8 h; hit rate 2% among 360,000; inhibition, % at 10 µM; in the data active = inhibition above about 50%
Shn3 inh set2 – inhibitors of Schnurri-3 3'UTR reporter in osteoblasts | Clone20 osteoblast Shn3 3'UTR firefly luciferase, 24 h | inhibition, % at 12.5 µM | hit rate 0.52% among 360,000;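 active = mean inhibition of at least 75% with every replicate also reaching 75%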;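 note: 0% = median of neutral control wells and 100% = pilot-screen positive control compound; some compounds past the cut are filed as inactive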
Peg3 promoter – reduces Peg3 promoter-driven luciferase expression in HeLa; inhibition, % at 20 µM; HeLa PEG-Prom luciferase reporter, luminescence, overnight; hit rate 1.7% among 360,000;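 active = inhibition of at least 50% at 20 µM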
An asterisk follows results filed as active; · = not tested or not shown.

SMILES	hiPSC survival	aDG glyco act	NR2E3 ag-1	KKLEB cytotox	CF NFkB inh	HIF-2a block	NR2E3 ag-2	MITF TRPM1 inh	TWEAK-Fn14 inh	Shn3 inh set2	Peg3 promoter
CCOc1ccccc1CNC(=O)c1cn(C)c(=O)c2c1c1ccccc1n2C	1.1	0.4	-17	-9	14	9	0	4	2	·	12
Cc1cccc(N2C(=O)CN(Cc3ccccc3)C2=S)c1	-0.1	0.0	-25	-4	11	-10	-3	3	3	2	5
O=C(OCC(=O)N1CCN(c2ccccc2)CC1)c1ccc([N+](=O)[O-])s1	5.0	0.7	11	-3	18	-12	·	34	3	39	2
COc1ccc(CNC(=O)C2CCC(=O)N(CCCN3CCCC3=O)C2)c(OC)c1 (centres undefined)	0.0	0.3	-1	-6	-1	-15	0	4	3	9	-24
COc1ccc(N(CC(=O)NC2CCS(=O)(=O)C2)S(=O)(=O)c2ccc(Cl)c(Cl)c2)cc1 (centres undefined)	-0.5	-0.1	27	6	6	-9	·	3	4	-12	10
COc1ccc(NC(=O)CCN2CCN(S(=O)(=O)c3ccc(F)cc3)CC2)cc1	-0.4	-0.3	-15	-3	-3	1	4	4	7	6	8
O=C(COc1ccccc1Cl)Nc1ccc(C(=O)c2ccc(C(=O)O)cc2)cc1	-0.3	-0.1	-19	11	-6	-37	-5	-7	17	-28	-6
Cc1c(CCC(=O)NCC(=O)O)c(=O)oc2cc3occ(-c4ccccc4)c3cc12	-0.5	-0.1	-4	7	-4	25	·	3	12	-9	-10
COc1cc(NS(=O)(=O)c2cc(NC(C)=O)ccc2OC)c(OC)cc1NC(=O)c1ccccc1	-1.4	0.0	-30	-8	12	-2	·	-2	10	1	-4
O=C(Cc1ccccc1Cl)Nc1cccc(S(=O)(=O)N2CCOCC2)c1	2.5	2.4	-3	2	7	21	0	-2	90*	-2	20
CCn1cnc2cc(NCc3ccc(N(C)C)cc3)ccc21	-0.4	-0.2	-19	0	-8	-186	0	-9	65*	-21	-17
Cc1ccc(C(=O)Nc2cccc([N+](=O)[O-])c2)cc1S(=O)(=O)Nc1ccc(C(=O)O)cc1	-0.4	0.2	7	2	-2	12	2	6	1	-11	0
CN(C)C(=O)CSc1nc2cc(S(=O)(=O)N3CCOCC3)ccc2o1	-2.9	0.1	5	2	8	8	·	2	4	-14	17
Cc1ccc(NC(=O)CSCc2nc3c(nnn3Cc3ccc(F)cc3)c(=O)[nH]2)c(C)c1	-0.3	0.0	0	6	-3	7	2	7	-8	-19	8
C/C=C\C(=O)Nc1cccc(C2=NOC3(C2)C[C@H](C(N)=O)N(C(=O)/C=C/CC)C3)c1 (some centres undefined)	-2.3	-0.1	7	4	-6	13	3	-4	6	-13	-5
Cc1c(C(c2ccccc2O)c2c(C)n(C)n(-c3ccccc3)c2=O)c(=O)n(-c2ccccc2)n1C	-0.6	-0.4	-3	5	14	11	-2	2	-2	19	11
O=C(CN(Cc1ccc(Cl)cc1)S(=O)(=O)c1ccccc1)NCC1CCCO1 (centres undefined)	-0.5	0.0	-11	10	3	18	1	-4	0	4	12
CC(C)C[C@H](NC(=O)N1CCn2c1nc1ccccc12)C(=O)N[C@@H](C(=O)O)c1ccccc1	3.3	0.0	-19	3	-7	-3	3	-8	1	17	1
CCCCN1C(=O)C(=O)NC[C@@H]1Cc1ccc(O)cc1	0.2	1.4	9	·	·	2	·	·	-5	·	·
Cc1cc(S(=O)(=O)Nc2cccc(C(=O)O)c2)c(C)c(S(=O)(=O)c2ccc(Cl)cc2)c1	-0.1	0.0	-28	3	-2	11	0	-2	10	-2	12

Some of these compounds in order of the HIF-2a block value, largest number first.
mol	HIF-2a block
O=C(CN(Cc1ccc(Cl)cc1)S(=O)(=O)c1ccccc1)NCC1CCCO1 (centres undefined)	18
C/C=C\C(=O)Nc1cccc(C2=NOC3(C2)C[C@H](C(N)=O)N(C(=O)/C=C/CC)C3)c1 (some centres undefined)	13
O=C(COc1ccccc1Cl)Nc1ccc(C(=O)c2ccc(C(=O)O)cc2)cc1	-37

(further entries)
SMILES	hiPSC survival	aDG glyco act	NR2E3 ag-1	KKLEB cytotox	CF NFkB inh	HIF-2a block	NR2E3 ag-2	MITF TRPM1 inh	TWEAK-Fn14 inh	Shn3 inh set2	Peg3 promoter
CC1CCCCN1C(=O)COc1ccc(F)cc1 (centres undefined)	0.1	0.2	-15	2	-4	7	4	9	-14	0	4
CNc1ncc(C(=O)c2ccccc2)s1	-0.7	0.0	-41	5	8	-136	1	-15	-4	-64	-123
Cc1cc(OCC(=O)NCc2cccnc2)ccc1[N+](=O)[O-]	-0.5	0.2	-10	-2	-24	12	-1	6	-14	-2	6
Cc1ccc(-c2nnc(SCc3ccccc3F)o2)cc1	0.2	-0.1	-191	-11	19	-282	2	-94	31	-30	-242
CCOc1cc(/C=C2\COc3ccccc3C2=O)cc(Br)c1OCC(=O)N(C)C	-0.2	-0.1	6	-32	98*	91*	-3	89*	70*	75	105*
COc1ccc(NC(=O)C(CCCCNC(=O)OC(C)(C)C)NC(=O)OCc2ccccc2)cc1 (centres undefined)	0.3	0.1	0	-4	7	20	1	0	14	-7	19
CC(=O)Nc1cccc(-c2ccnc3c2CC(C(=O)NCC2CCOCC2)O3)c1 (centres undefined)	-0.7	0.0	2	-20	14	13	·	·	-2	-20	25
Cc1cc(C)nc(SCC(=O)c2ccc(F)cc2F)n1	0.2	0.0	-19	6	1	-53	1	-13	10	-2	-4
CC(C)(C)NC(=O)NC(=O)COC(=O)Cn1cnc2ccccc2c1=O	2.9	-0.2	-14	-6	13	2	1	9	0	3	14
COC(=O)c1nnn(-c2nonc2N)c1CSc1nnc(C)s1	2.2	0.1	-19	1	14	10	0	4	-14	1	17
COc1ccc(C(=O)N/C(=C\c2ccccc2)C(=O)NCCCn2ccnc2)cc1	0.4	0.0	-48	4	-8	10	-7	4	33	-4	16
CC(C)(C)NC(=O)C(OC(=O)c1ccco1)c1ccccc1F (centres undefined)	-0.9	0.0	-8	-2	-4	10	1	-2	-8	5	12
CCn1cc(CN2CCN(Cc3ccc(C)o3)C(CCO)C2)c2ccccc21 (centres undefined)	-0.6	0.1	-21	7	-10	21	-1	20	-7	-5	13
Cc1cc(C(=O)OCC(=O)Nc2cccc([N+](=O)[O-])c2)c(C)o1	-0.3	0.5	-7	-9	-4	-8	·	-1	-8	-12	-10
COc1cccc(Oc2nnnn2-c2ccccc2)c1	0.0	0.4	-17	0	-2	-166	1	-44	-11	-57	-205
CC[C@]12C(=O)N(C)C[C@H]([C@@H]3C(=O)N(C)C(=O)[C@@H]31)N2C(=O)c1ccc(F)cc1	-0.5	0.1	-12	8	1	11	·	-9	-3	-1	0
O=C1CCCCN1CC(=O)N1CCCC(Nc2ccc(F)c(F)c2)C1 (centres undefined)	-0.5	0.3	-27	4	2	4	-4	-1	-5	7	-4
S=C(Nc1ccc(Cl)cc1)N1CCCCC1	-0.3	-0.2	-40	-1	3	-38	-3	-19	-9	7	-46
O=[N+]([O-])c1ccc(Nc2cccc(F)c2)nc1	0.1	-0.1	-13	-8	-36	-34	4	-18	0	12	-11
Cc1cc(C)cc(OC(C)C(=O)Nc2ccc(S(=O)(=O)Nc3cc(C)nc(C)n3)cc2)c1 (centres undefined)	-0.2	0.3	-10	-2	9	17	-1	17	-5	-2	21
Cc1cccn2c(=O)c3cc(C#N)c(=NC(=O)c4cccnc4)n(CC4CCCO4)c3nc12 (centres undefined)	4.6	0.0	-7	-14	6	11	14	-2	2	-11	1
O=C1CC(c2ccc(F)cc2)CC2=C1C(c1ccc([N+](=O)[O-])o1)Nc1ccccc1N2 (centres undefined)	1.1	0.1	5	3	-12	16	0	0	6	-7	11
O=C(c1cccc(NS(=O)(=O)c2ccc(F)cc2)c1)N1CCN(c2ccccc2)CC1	0.3	-0.1	10	-12	4	11	1	6	-20	-13	16
CCCOc1cccc(C(=O)Nc2ccc(CN3CCOCC3)cc2)c1	1.1	0.1	2	3	-3	-13	·	1	-11	-6	-4
COC(=O)c1ccc(CO/N=C/c2ccc(OC)cc2OC)cc1	0.0	-0.1	0	2	-2	22	-1	-9	-12	-2	-14
CC(=O)C[C@H](O)CC(=O)[C@H]1OC(=O)[C@H](C)C/C=C\Cc2ccccc21	-0.6	0.1	8	-4	1	6	2	-6	4	-10	0
CCn1nccc1C(=O)Nc1cc(Cl)cc(Cl)c1	0.4	0.9	-21	-2	-4	-29	-3	14	-1	4	-12
CCN(CC)N=Nc1ccc(S(=O)(=O)N2CCSC2C(=O)O)cc1 (centres undefined)	-0.3	0.2	-10	9	-7	15	2	-31	12	11	-1
O=C(Nc1ccnc(-c2cccnc2)n1)c1cccc(Cl)c1Cl	-0.9	-0.1	-11	3	-5	8	5	-7	23	16	13
Cc1nc(N2CCN(C(=O)CCC(=O)O)CC2)c2c(C)c(C)sc2n1	-0.9	-0.1	0	12	-7	10	5	4	11	-11	3
Cc1cccc(NC(=O)CNC(=O)c2cccc(S(=O)(=O)NCc3cccs3)c2)c1C	-0.3	0.0	9	17	-8	10	0	-8	-9	-7	6
NNC(=O)/C(=C/c1cccs1)NC(=O)c1ccccc1Cl	0.9	0.3	-25	1	-12	20	5	4	-1	2	18
O=C(NN=C1CCCCCC1)c1cc(-c2ccccc2)nc2ccccc12	3.1	-0.2	-15	10	-2	20	2	-15	-14	-9	16
CCc1nnc(NC(=O)CSc2nnc(COc3ccccc3)n2-c2ccc(C)cc2)s1	0.5	0.1	-26	2	-2	17	-1	-2	4	-14	3
O=[N+]([O-])c1ccc(CN2CCN(c3ccc4ccccc4n3)CC2)cc1	-1.9	0.0	-13	2	-11	-31	-2	-15	1	-13	-5
CC(C)CNC(=O)COC(=O)c1cncc(Br)c1	2.9	0.9	-12	-1	-3	-6	-2	14	7	2	-9
O=C(CC(=O)N/N=C/c1cccs1)NCc1ccccc1	-0.7	0.1	-7	5	-16	10	-1	0	0	-2	7
CC(COc1ccccc1)N(CCCl)Cc1ccccc1 (centres undefined)	1.0	0.0	-32	3	2	-3	2	6	7	0	12
CNc1cc(-c2ccc(O)cc2C)ncn1	1.0	-0.2	-11	-5	4	-32	·	·	-19	-18	-13
Cc1ccnn1CCC(=O)O	-0.5	-0.1	-14	3	-17	9	-3	-18	8	-10	14
CCCCCN1CN(S(=O)(=O)c2cccs2)c2nc3ccccc3nc21	0.1	-0.1	-2	-18	1	-24	0	-6	7	8	1
CCCCc1nc2sc3c(=O)n(N)cnc3c2c2c1CCC2	-2.2	-0.1	-26	-24	-4	-17	3	-6	-7	9	-16
CC(=O)c1nn(-c2ccccc2)cc1C(=O)c1cccc(Br)c1	-1.8	-0.1	-7	-7	-10	18	1	-5	-1	-6	7
CCOc1ccc(NC(=O)Nc2cc(C(C)C)ccc2C)cc1	1.6	0.9	5	2	-13	2	·	12	-26	15	0
